Screening data from PubChem BioAssay.
S3 lipid droplet: qHTS Assay for Lipid Storage Modulators in Drosophila S3 Cells. actives 0.64% (n = 320,000). lipid storage change, negative = inhibition, % at the top dose, mostly 46.1 µM; hits show Potency in µM. Drosophila S3 cells, BODIPY lipid droplet fluorescence, 18-24 h; cells fed with added oleic acid; active = well fitted inhibition curve with a large enough effect in the signal ratio, with a control signal flat, not every such curve was filed as active; inconclusive = small, poorly fitted or top-dose-only effect, or effect the other way, or a change in a side signal; the % refers to the signal ratio
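Drosophila S3 cells got compounds at several concentrations plus oleic acid (400 uM solution). Laser-scanning cytometry with 488 nm excitation read lipid droplets at 500-530 nm and cells at 575-640 nm. Percent activity was relative to 20 uM Triacsin C.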
S3 lipid droplet cell count max: also measured in S3 lipid droplet; calls as there; cell number change, %; measured here: cell count max response;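 cells counted by Cell Tracker Red CMTPX staining in the red channel; peak over a dose series mostly up to 46.1 µM; percent activity relative to internal control wells on each plate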
* marks the source's active call; other numbers are inactive results; i = inactive; ? = inconclusive; . = no result given. % is set by controls: 0 for no effect and ±100 for the full control effect; potency is the fitted concentration of half-maximal effect.

#	S3 lipid droplet	S3 lipid droplet cell count max	compound
1	-10%	-4	CC(=O)Nc1cccc(Oc2ccc3c(c2)C(=O)NC3=O)c1
2	5%	-17	N#CC1(C#N)C(c2ccccc2)OC23CCCCCC2C1(C#N)C(=N)O3 (stereo not given)
3	?	.	CN(C)N=Nc1ccc2nc[nH]c2c1
4	-4%	1	O=C(CN(c1ccc(F)cc1)S(=O)(=O)c1ccccc1)NCCSC1CCCCC1
5	?	.	Cc1ccc(NC(=O)CCC(=O)NNS(=O)(=O)c2ccccc2)c(C)c1
6	?	.	CC(C)Oc1ccc(S(=O)(=O)N2CCOCC2)cc1NC(=O)CCCSc1ccccc1
7	?	.	CCOCN(C(=O)Cn1c(COC)nc2ccccc21)c1c(C)cccc1CC
8	6%	7	O=C(NCc1ccco1)c1ccc(N2CCOCC2)c([N+](=O)[O-])c1
9	15%	-17	O=C(COC(=O)CCC(=O)c1ccc2c(c1)OCCO2)NCc1ccc2c(c1)OCO2
10	?	.	C=CCn1c(SCC(=O)NCc2ccco2)nc2ccccc2c1=O
11	?	.	O=C(/C(=N/O)n1cncn1)c1ccccc1Cl
12	?	.	COc1ccc(N(C(=O)c2snc(C(N)=O)c2N)C(C(=O)NC2CCCC2)c2ccco2)c(OC)c1 (stereo not given)
13	?	.	COc1ccc(-c2cc(C(=O)Nc3c(F)cc(F)cc3Br)no2)cc1
14	?	.	COc1cc(-n2c(=O)c3ccccc3n(CC(=O)OCc3ccccc3)c2=O)cc(OC)c1OC
15	?	.	COc1ccccc1CCN=C(N)NS(=O)(=O)c1ccc(F)cc1
16	7%	-5	Cc1ccccc1N(CC(=O)NCc1ccncc1)S(C)(=O)=O
17	?	.	FC(F)(F)c1cc(-c2ccccc2)nc(-n2cncn2)n1
18	?	.	Cc1ccc(S(=O)(=O)CC(=O)N(CCCN(C)C)c2nc3ccc(C)cc3s2)cc1
19	?	.	Cc1cc(/C=C(\C#N)C(=O)OCC#N)c(C)n1CC(C)C
20	?	.	CCOCCCNC(=O)C(NC(=O)c1ccc2c(c1)OCO2)c1ccc(Cl)cc1 (stereo not given)
21	-14%	-20	CC1=C(C(=O)Nc2cccc(C(=O)NC(C)c3ccccc3)c2)SCCO1 (stereo not given)
22	-4%	-15	CN(C)c1nc(N)nc(CSc2nc3c(c(=O)n(C)c(=O)n3C)n2Cc2ccccc2F)n1
23	10%	-13	COC(=O)C1CCN(C(=O)COC(=O)c2n[nH]c3ccccc23)CC1
24	4%	-1	Cc1c(N=NC2=C(O)CC(C)(C)CC2=O)cc2c(c1[N+](=O)[O-])C(C)(C)CC2(C)C
25	1%	29	CC(C)Cn1c(=S)[nH]c2ccccc2c1=O
26	?	.	CCCCOc1ccc(C)cc1CN(CCO)CCO
27	?	.	O=C(Nc1nnc(SCc2cccc(F)c2)s1)c1ccco1
28	10%	-6	Cc1ccc2[nH]c(=O)c(CN(CCCN(C)C)C(=O)Nc3ccc(F)cc3)cc2c1
29	?	.	CCCc1cc(=O)[nH]c(SCc2cc(=O)oc3cc(C)c(C(C)C)cc23)n1
30	i	24	COc1ccc(CNC(=O)c2cc(-c3ccccc3O)n[nH]2)cc1
31	?	.	CCOC(=O)C1CCN(Cc2ccc(F)c(Br)c2)CC1
32	3%	4	CC(=O)Nc1nc(SCC(=O)NCC2CCCO2)[nH]c(=O)c1NC(=O)c1cccs1 (stereo not given)
33	?	.	O=C(c1ccc(-n2cnnn2)cc1)N1CCN(C(c2ccccc2)c2ccccc2)CC1
34	2%	16	O=C(C1=C[C@H](C2CCCCC2)C[C@H](OCCCCO)O1)N1CCOCC1
35	?	.	CN(C)CCCNCCCNC(=O)c1ccco1
36	?	.	COc1ccc(-c2nc(SCC(=O)N3CCCC3)n[nH]2)cc1
37	10%	5	O=C(COc1cccc2cccnc12)NNC(=O)Nc1ccccc1
38	?	.	Cn1c(=O)[nH]c(=O)c2c1nc(CN1CCN(c3cccc(Cl)c3)CC1)n2Cc1ccccc1Cl
39	0%	-10	S=C(NNC(=S)NC1CC2C=CC1C2)NC1CC2C=CC1C2 (stereo not given)
40	-16%	19	COc1cccc(CN2CCN(S(=O)(=O)c3ccc(Cl)s3)CC2)c1
41	?	.	O=C(O)C1CC(O)CN1S(=O)(=O)c1ccc2ccccc2c1 (stereo not given)
42	2%	0	C/C(Cn1nc([N+](=O)[O-])cc1C)=N\NC(=O)c1ccc(O)cc1O
43	?	.	Cc1cc(N2CCCC2)nc(-c2ccccc2O)n1
44	?	.	CCN(CC(=O)Nc1c(F)cccc1F)C(=O)C1CCC1
45	-1%	0	CC(=O)c1ccc(N/C=C\C(=O)c2ccc(C)cc2)cc1
46	?	.	O=C(Nc1ccccc1N1CCCC1)c1cccc(S(=O)(=O)N2CCOCC2)c1
47	?	.	COc1cc(CNc2ccc(N3CCCC3)cc2)cc(Cl)c1OC
48	20%	-9	Cc1sc(NC(=O)Cc2ccc3c(c2)OCO3)nc1-c1ccc2c(c1)CCN2C(=O)c1ccccc1F
49	?	.	O=C(Cn1cncn1)NCCCc1ccccc1
50	?	.	COc1cc(/C=N/NC(=O)COc2cccc(F)c2)ccc1OS(=O)(=O)c1ccc(C)cc1
51	3%	3	COc1cc(C(=S)N2CCCC2)ccc1OCC(N)=O
52	?	.	COCc1[nH][nH]c(=O)c1C=Nc1ccc(F)cc1F
53	?	.	Cc1cc(C)cc(N(CC(=O)Nc2cccc(C)c2C)S(=O)(=O)c2c(C)[nH]c(=O)[nH]c2=O)c1
54	-8%	-4	CCc1ccccc1NC(=O)c1ccc(F)c(S(=O)(=O)N2CCC(C(N)=O)CC2)c1
55	?	.	Cc1nc2n[nH]c(N)c2c2c1COC(C)(C)C2
56	?	.	Cn1c(CO)cnc1SCc1ccc([N+](=O)[O-])cc1
57	-2%	-5	Cc1ccc(NC(=O)c2ccc3nc[nH]c3c2)cc1C
58	-7%	2	Cc1ccc(C(=O)NC(NCC2CCCO2)C(Cl)(Cl)Cl)cc1 (stereo not given)
59	1%	7	Cc1nc2ccccc2c2oc(C(=O)NC3CC3)cc12
60	?	.	Cc1ccccc1N(C(=O)c1ccccn1)C(C(=O)NCc1ccccc1)c1ccncc1 (stereo not given)

Entries by screen from the entries so far.
Entries 43–48 in S3 lipid droplet, in turn: ?, ?, -1%, ?, ?, 20%

Record cards, from the list above. Order of values: S3 lipid droplet	S3 lipid droplet cell count max
Results for O=C(/C(=N/O)n1cncn1)c1ccccc1Cl = ?	.
Results for Cc1ccc2[nH]c(=O)c(CN(CCCN(C)C)C(=O)Nc3ccc(F)cc3)cc2c1 = 10%	-6
Results for COc1cccc(CN2CCN(S(=O)(=O)c3ccc(Cl)s3)CC2)c1 = -16%	19

The listing picks up, repeating the two entries before the break.
#	S3 lipid droplet	S3 lipid droplet cell count max	compound
59	1%	7	Cc1nc2ccccc2c2oc(C(=O)NC3CC3)cc12
60	?	.	Cc1ccccc1N(C(=O)c1ccccn1)C(C(=O)NCc1ccccc1)c1ccncc1 (stereo not given)
61	1%	-2	Cc1nc2c(C)c(C)c(C)c(C)c2nc1C
62	i	21	O=C(NNC(=O)c1ccccc1[N+](=O)[O-])c1cnccn1
63	-15%	-5	COC(=O)CCC(=O)NS(=O)(=O)c1ccc(N=NN2CCOCC2)cc1
64	-3%	-14	N#CCCn1cc(C=C(C#N)C#N)c(-c2ccc(-c3ccccc3)cc2)n1
65	?	.	Cc1cccc(C(=O)N[C@H](C(=O)NCCc2ccc(S(N)(=O)=O)cc2)C(C)C)c1
66	?	.	CCC(=O)c1ccc(OCC(=O)OCC(=O)NCc2cccs2)cc1
67	?	.	O=C(Nc1ccccc1N1CCOCC1)c1ccc(OCc2cscn2)cc1
68	-17%	-14	O=C(O)C1C2C=CC(C3CC23)C1C(=O)O (stereo not given)
69	?	.	CC1CCN(S(=O)(=O)c2cnc[nH]2)CC1
70	-1%	-14	Cc1ccc(NC(=O)c2ccnc(C(C)(C)C)c2)cc1
71	i	15	CCCCOC(=O)Nc1cc(C)c(Cl)cc1OC
72	-2%	-10	O=C1/C(=C/c2cccc3ccccc23)CCCc2ccccc21
73	?	.	Fc1ccc(N2CCN(C3=Nc4cccc5cccc3c45)CC2)cc1
74	3%	17	CCCCNC(=S)N/N=C/c1cccc(OCC)c1O
75	-8%	0	O=C(C1CC1)N1CCC(Oc2cccc(C(=O)N3CCCCC3CCO)c2)CC1 (stereo not given)
76	-9%	-21	COc1ccc(CCNc2oc(-c3ccco3)nc2C#N)cc1
77	?	.	O=C(CNC(=O)c1ccco1)OCc1ccc(Br)cc1
78	2%	25	Cc1ccc(S(=O)(=O)NCCS(=O)(=O)N2CCN(c3ccccc3)CC2)cc1
79	0%	-11	COc1ccc2cc(C(N)=O)c(=Nc3ccccc3)oc2c1
80	?	.	CN(C)C1=NC(=O)/C(=C\c2ccccc2)S1

A different layout for some results above.
25: CC(C)Cn1c(=S)[nH]c2ccccc2c1=O
26: CCCCOc1ccc(C)cc1CN(CCO)CCO
27: O=C(Nc1nnc(SCc2cccc(F)c2)s1)c1ccco1
28: Cc1ccc2[nH]c(=O)c(CN(CCCN(C)C)C(=O)Nc3ccc(F)cc3)cc2c1
29: CCCc1cc(=O)[nH]c(SCc2cc(=O)oc3cc(C)c(C(C)C)cc23)n1

| Compound | 25 | 26 | 27 | 28 | 29 |
| --- | --- | --- | --- | --- | --- |
| S3 lipid droplet | 1% | ? | ? | 10% | ? |
| S3 lipid droplet cell count max | 29 | . | . | -6 | . |

The results go on.
#	S3 lipid droplet	S3 lipid droplet cell count max	compound
81	10%	.	COc1cc(N)c(Br)cc1C(=O)O
82	i	.	Cc1ccccc1OCc1nnc(SCC(=O)NCc2ccccc2)n1C
83	?	.	CC(C)n1ncc2c(C(=O)NCc3ccccc3CN(C)C)cc(C3CC3)nc21
84	?	.	CCCCn1c(N)c(N(CCC(C)C)C(=O)C2CCCN(C(=O)c3ccc(Cl)cc3)C2)c(=O)[nH]c1=O (stereo not given)
85	?	.	CCc1ccccc1NC(=S)N(Cc1cccnc1)Cc1ccco1
86	?	.	Cc1cc(C)cc(NC(=O)c2cccc3c2C(=O)N(C2CCCCC2)C3)c1
87	?	.	CCOC(=O)c1nc2cc3n(c(C)c-2c1C)C(C)C(C)=C3C (stereo not given)
88	?	.	COc1cccc(CN(C)C(=O)CNC(=O)c2ccc(-c3ccccc3)cc2)c1OC
89	-19%	0	CC(C)Sc1cc(N2CCOCC2)nc(-c2ccc(Cl)cc2)n1
90	?	.	Cc1c(C(=O)N2CCCCC2)c(S(=O)(=O)Nc2ccc(F)cc2F)c(C)n1C
91	-7%	-13	CCOC(=O)c1c(C(=O)OCC)c(C)n(CCc2ccc(OC)c(OC)c2)c1C
92	-1%	-11	Cc1ccc(N(C(=O)c2csnn2)C(C(=O)NC(C)(C)C)c2cccnc2)cc1 (stereo not given)
93	?	.	O=c1[nH][nH]c2cc(=O)n(-c3cccc(C(F)(F)F)c3)nc12
94	3%	2	c1ccc(CCn2nnc3ccccc32)cc1
95	1%	2	CN(C)S(=O)(=O)c1ccc(Cl)c(NC(=O)COC(=O)CN2C(=O)NC(C)(C)C2=O)c1
96	?	.	COC(=O)c1c(C(=O)OC)c(C)n(Cc2cccnc2)c1C
97	?	.	COc1ccc(NC(=O)CN2CCN(S(=O)(=O)N(C)C)CC2)cc1
98	?	.	O=C1CSC(=O)N1CC(O)COc1ccc(Cl)cc1 (stereo not given)
99	7%	5	CCOC(=O)CN(C(=O)COc1nc(-c2ccccc2)cc(C)c1C#N)c1ccc(C)cc1
100	i	.	CCCc1nc2sc3c(c2c(=O)n1N)CCC3
101	?	.	CCC(Cc1ccccc1)NC(=O)C1=C(C)C(=O)OC12CCC(C)CC2 (stereo not given)
102	?	.	COc1ccc(S(=O)(=O)N2CCC(C(=O)NCc3ccncc3)CC2)cc1Cl
103	0%	9	O=C(CS(=O)(=O)Cc1ccccc1)Nc1cccnc1
104	?	.	CCOc1ccccc1Nc1ncnc2ccccc12
105	-3%	2	COc1ccccc1C(=O)Nn1c(C)nc2ccccc2c1=O
106	?	.	c1ccc(C2CN3CCSC3=N2)cc1 (stereo not given)
107	-2%	.	Cc1nc(-c2ccc(F)cc2)c(CC(=O)N2CCN(S(=O)(=O)c3cccc(F)c3)CC2)s1
108	?	.	COc1cnn(-c2ccccc2)c(=O)c1N(C)C
109	16%	-10	COc1ccc(Cn2c(C)nc([N+](=O)[O-])c2SCC(=O)O)cc1[N+](=O)[O-]
110	7%	19	NS(=O)(=O)c1ccc(CNC(=O)c2ccc(Cl)cc2[N+](=O)[O-])cc1
111	?	.	CCC(c1nnnn1C(C)(C)CC)N(CCCO)Cc1cc2cccc(C)c2[nH]c1=O (stereo not given)
112	5%	-15	Cc1ccc(NC(=O)Cn2cc([N+](=O)[O-])nc2C)cc1C
113	?	.	OCCN1CCN(CC(O)COc2ccc(Cl)cc2)CC1 (stereo not given)
114	?	.	CC1=C/C(=N\N=C2\NC(=O)C(CC(=O)Nc3ccccc3)S2)CC(C)(C)C1 (stereo not given)
115	?	.	C=CCn1c(SCn2nnc3ccccc3c2=O)nnc1-c1ccc(F)cc1
116	i	18	Cc1cc(N2C(=O)C(O)=C(C(=O)c3ccco3)C2c2cccc(Oc3ccccc3)c2)no1 (stereo not given)
117	i	.	CCCn1c(N)c(C(=O)CSc2nc(C)cs2)c(=O)[nH]c1=O
118	-12%	-7	COCCNC(=O)CCc1c(C)nc2c(c(C)nn2-c2ccc(C)c(C)c2)c1C
119	2%	7	CCOc1ccc(Nc2ccc3nonc3c2[N+](=O)[O-])cc1

Not all compounds are listed; rates above refer to the full screens.
